GLP1R inv ag = acts as inverse agonist at human GLP-1 receptor; HEK293 GLP-1R CRE-luciferase, luminescence, 24 h; GLP-1R form is constitutively active; AID 624417; 410,000 compounds, 1.6% hits; Potency, µM (top dose mostly 38.3 µM), without a hit: at the top dose activity change, negative = inhibition, hits mostly inhibitors; note: potency is the fitted concentration of half-maximal effect; % is set by controls: 0 for no effect and ±100 for the full control effect; nearly all actives have a fitted effect of over 55% in size
Target sequence (P43220 whole entry, looked up): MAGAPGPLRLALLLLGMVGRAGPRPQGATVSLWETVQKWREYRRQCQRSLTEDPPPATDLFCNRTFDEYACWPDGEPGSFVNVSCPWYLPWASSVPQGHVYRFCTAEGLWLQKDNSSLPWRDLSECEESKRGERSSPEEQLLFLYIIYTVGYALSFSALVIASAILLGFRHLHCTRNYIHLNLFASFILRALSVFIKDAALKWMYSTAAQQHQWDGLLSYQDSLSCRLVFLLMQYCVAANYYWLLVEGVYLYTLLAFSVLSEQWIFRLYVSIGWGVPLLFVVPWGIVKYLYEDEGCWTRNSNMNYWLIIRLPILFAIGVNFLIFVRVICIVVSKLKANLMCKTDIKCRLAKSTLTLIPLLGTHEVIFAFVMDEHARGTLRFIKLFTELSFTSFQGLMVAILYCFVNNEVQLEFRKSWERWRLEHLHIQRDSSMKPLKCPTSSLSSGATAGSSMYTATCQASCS
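Using stably transfected HEK293 (constitutively active GLP-1R, cAMP-luciferase reporter), compounds were incubated 24 hr and luciferase measured by luminescence.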
TDP43 rescue = rescues yeast growth from TDP-43 toxicity; Potency, µM (doses to about 46.1 µM), for the others: top-dose growth rescue (activation), most hits filed as activators; TDP-43 expressing yeast growth rescue, BacTiter-Glo, 24 h; 410,000 compounds, 1.8% hits; note: potency is the fitted concentration of half-maximal effect; % of control where 0% means no effect; nearly all actives have a fitted effect of over 50% in size
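Growth rescue of TDP-43-toxic yeast measured as ATP luminescence (BacTiter-Glo). Cells grown to mid-log in raffinose, induced in galactose at OD600=0.02, exposed to compound 24 hr at 30 deg C.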
aSyn rescue = inhibitors of alpha-synuclein toxicity in yeast | Yeast expressing alpha-synuclein, growth rescue, BacTiter-Glo, 24 h | Potency, µM (series often up to 46.1 µM), inactives show top-dose growth rescue (activation), hits mostly activators | 370,000 compounds, 0.14% hits | AID 652106; note: potency is the fitted concentration of half-maximal effect; % of control where 0% means no effect; nearly all actives have a fitted effect of over 65% in size
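Galactose-induced alpha-syn yeast (OD600=0.02, raffinose-pregrown) + pinned cpd, 24 hr, 30 deg C; growth by BacTiter-Glo luminescence. Growth restoration scores as activation.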
KB-V1 cytotox = KB-V1 MDR subline cytotoxicity; KB-V1 MDR cells viability, CellTiter-Glo, 72 h; AID 1347076; 400,000 compounds, 3.4% hits; Potency, µM (titrated, usually from 46.1 µM), for the others: at the highest dose activity change, negative = cytotoxicity, most hits filed as cytotoxic; note: potency is the fitted concentration of half-maximal effect; % is set by controls: 0 for no effect and ±100 for the full control effect; nearly all actives have a fitted effect of over 60% in size
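qHTS viability screen in drug-selected KB-V1 MDR cells: 72 h compound treatment at 37 degrees C, ATP luminescence end point.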
D3 antag = blocks the human D3 dopamine receptor. P35462. D3R cells, DiscoveRx beta-arrestin luminescence, antagonist mode; active compounds read low. max response, negative = inhibition, %. 360,000 compounds, 2.5% hits. AID 652054; in the data active = max response below about -50%; inconclusive = no clear call, values can overlap the other calls; note: % is set by controls: 0 for no effect and ±100 for the full control effect; mostly tested at two doses, the higher about 12 µM
Target sequence (P35462 whole entry, looked up): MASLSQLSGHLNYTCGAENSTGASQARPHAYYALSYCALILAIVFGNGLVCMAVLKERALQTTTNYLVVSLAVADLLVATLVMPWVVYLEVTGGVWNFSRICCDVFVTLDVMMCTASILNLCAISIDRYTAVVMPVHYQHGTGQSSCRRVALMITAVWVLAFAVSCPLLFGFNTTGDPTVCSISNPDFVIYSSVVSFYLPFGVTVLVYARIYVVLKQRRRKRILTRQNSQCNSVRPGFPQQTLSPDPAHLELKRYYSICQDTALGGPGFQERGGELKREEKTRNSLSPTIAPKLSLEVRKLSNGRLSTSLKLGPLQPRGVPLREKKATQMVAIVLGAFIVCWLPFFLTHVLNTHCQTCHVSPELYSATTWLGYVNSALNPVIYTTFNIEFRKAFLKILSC
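Cells expressing the human receptor were seeded at 1500 cells/well, incubated overnight at 37 degrees C in 5% CO2, then exposed to library compounds with dopamine controls for 90 minutes at 37 degrees C before luminescent detection.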
GLP1R ag = agonists of human GLP-1 receptor | HEK293 GLP-1R CRE-luciferase, luminescence, 4-6 h; cells express a hypersensitive GLP-1R form | Potency, µM (series often up to 45.6 µM), without a hit: at the highest dose activation, hits mostly activators | 380,000 compounds, 0.007% hits | AID 624172; note: potency is the fitted concentration of half-maximal effect; % of control where 0% means no effect
D3 ag = D3 dopamine receptor (human) agonism; D3R DiscoveRx beta-arrestin cells, luminescence, 90 min; max activation, %; 410,000 compounds, 0.58% hits; in the data active = max activation above about 30%; note: 0% is about no effect; mostly tested at two doses, the higher about 12 µM
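Cells at 1500/well, incubated overnight, then treated with pinned compounds (dopamine as control) for 90 min at 37 degrees C. DiscoveRx reagent added for 30 - 60 minutes at room temperature; luminescence read.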
HEK293 tox = cytotoxicity in counter-screen for GLP-1R inverse agonists. 410,000 compounds, 0.13% hits. Potency, µM (titrated, usually from 38.3 µM), for the others: at the highest dose activity change, negative = inhibition, actives largely listed as inhibitors. HEK293 cAMP-luciferase reporter cells, luminescence, 24 h. AID 624418;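 note: loss of luciferase light is scored as toxicity; potency is the fitted concentration of half-maximal effect; % is set by controls: 0 for no effect and ±100 for the full control effect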
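Quantitative HTS format, 1536 wells, 200 cells/uL seeded. Compounds: 23 nL, 24 h, 37 °C. Detection: luciferase reagent, luminescence at 12 min RT; decreased signal taken as cytotoxic.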
PTHR1 agonist = activates the human parathyroid hormone receptor PTHR1. Potency, µM (doses to about 115 µM), for the others: top-dose activation, usual class: activators. AID 743266. Q03431. HEK293 GP2 PTHR1 cells, GloSensor cAMP luminescence, 1 h. 410,000 compounds, 0.075% hits; note: potency is the fitted concentration of half-maximal effect; nearly all actives have a fitted effect of over 55% in size; some results filed as inactive show a strong effect at the top dose; inactives centre near -15; many of its hits are not listed in these tables
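HEK-293-derived GP2 cells expressing PTHR1 and a GloSensor cAMP reporter, 3,000/well, plated overnight, given luciferin plus IBMX (each 0.5 mM as added) for 1 h at 37 °C, then compound for 1 h at 37 °C. Luminescence was read after 15 min at room temperature.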
The depositor's hits bear a star; i = inactive; ? = inconclusive; / = no result given; & = joins results of further samples; [ ] = remark or other dose. Unless noted, calls come from the whole dose curve; as a rule, active = well fitted curve in the direction sought with a large enough effect; inconclusive = small, poorly fitted or top-dose-only effect, or another doubt; inactive = no such curve, though single readings can be large; an effect the other way counts as inactive or inconclusive.

SMILES	GLP1R inv ag	TDP43 rescue	aSyn rescue	KB-V1 cytotox	D3 antag	GLP1R ag	D3 ag	HEK293 tox	PTHR1 agonist
CCCCc1c(O)nc(SCC(=O)Nc2ccc3c(c2)CCC3)[nH]c1=O	-1%	22%	3%	-11%	10	-9%	-6	-8%	i
COc1ccc(CNC(=O)Cn2nc([N+](=O)[O-])cc2C)cc1	11%	10%	-4%	?	-1	3%	1	-18%	i
COc1ccc(CCNS(=O)(=O)c2ccc3c(c2)NC(=O)CS3)cc1OC	7%	-3%	0%	0%	15	14%	4	-11%	-23%
Cc1ccc(N(C)C(=O)CC(C)S(=O)(=O)c2ccc3c(c2)NC(=O)CO3)cc1 (stereo not given)	12%&1%	-5%&2%	-13%	8%&-9%	3	5%	3&4	-6%&-6%	-3%&-1%
COC(=O)C1=C[C@@H](C(=O)OC)C2C3=C(C(=O)C24CCCCC4)[C@H](C)n2c(=O)n(C)c(=O)n2[C@@H]3C1 (stereo not given in full)	11%	17%	-3%	-21%	11	2%	3	3%	i
Cc1oc(C)c(C(=O)Nc2ccc(CC(=O)O)cc2)c1C(=O)Nc1ccc(CC(=O)O)cc1	6%	-17%	8%	12%	-12	0%	-1	-7%	-15%
O=C(Nc1ccc(N2CCOCC2)c(Cl)c1)c1ccc(F)cc1	-20%	14%	-9%	15µM*	19	16%	-5	-32%	-16%
O=C1Nc2ccc(Br)cc2C1(O)c1ccc(F)cc1 (stereo not given)	?	0%	6%	8%	14	-1%	-1	6%	-6%
Cc1cccc(Cc2cnc(NC(=O)CN3C(=O)/C(=C/c4ccccc4)SC3=S)s2)c1	18%	-2%	2%	-23%	-1	-6%	-2	8%	i
CCOC(=O)c1ccc(NC(=O)COc2ccccc2CNCCO)cc1	?	10%	5%	2%	5	8%	-16	-1%	i
COc1ccc(CN2C(=O)C3C4C=CC(C4)C3C2=O)cc1 (stereo not given)	0%	-7%	-3%	6%	-13	-15%	-8	-11%	-4%[57.5 µM]
c1ccc(CCC2Cc3ccccc3N2)cc1 (stereo not given)	0%	13%	3%	0%	-17	22%	1	11%	-8%
CCc1nc2ccc(C(=O)N3CCN(C)CC3)cn2c1N(C)CCCc1ccccc1	-10%	23%	0%	-2%	16	0%	-4	-4%	-17%
N#Cc1ccc2[nH]cc(CCO)c2c1	40%[activator]	15%	0%	12%	0	-1%	11	-8%	i
Cc1ccc(NC(=O)CCS(=O)(=O)c2cccc3nonc23)cc1Cl	-3%&16%	-10%&-34%	2%	?	-10	12%&1%	-6&-21	0%&3%	-5%&-95%
COc1ccc(-c2cc(C(=O)N(C)CC(=O)Nc3cccc(F)c3)c3ccccc3n2)cc1	?	0%	-15%	?	15	-19%	1	?	-21%
CC(=O)c1ccc(NC(=O)c2cn(-c3ccccc3)nc2-c2ccc(Br)cc2)cc1	2%	-1%	/	?	/	/	3	2%	i
CN=C1S/C(=C/c2cn(CC(=O)OC)c3ccccc23)C(=O)N1C	24%	8%	-7%	-23%	18	22%	0	-11%	i
CCO[C@@H]1OC(C(=O)N2CCN(Cc3ccc4c(c3)OCO4)CC2)=C[C@H](C2CCCCC2)[C@H]1CCCO	11µM*	12%	4%	-9%	2	14%	-14	-26%	i
COc1ccc(C(=O)OC(C)C(=O)NC2CCCCC2C)cc1S(=O)(=O)N1CCOCC1 (stereo not given)	14%	-3%	2%	-25%	6	9%	-4	6%	-16%
CCC1NC(=O)c2cccnc2-n2c1nc1ccc(OC)cc1c2=O (stereo not given)	8%	4%	2%	?	0	-6%	-6	-4%	-16%
COc1ccccc1NC(=O)NCCN1CCN(C(=O)Nc2ccccc2OC)CC1	6%	-13%	-5%	-19%	-2	-5%	1	-8%	-23%
CCCS(=O)(=O)Nc1c(C(=O)O)[nH]c2ccccc12	3%	11%	3%	0%	-20	-2%	-4	-11%	3%[57.5 µM]
Cc1ccc(C(=O)N2CCCC(C(=O)c3cc(F)ccc3F)C2)s1 (stereo not given)	-15%	14%	-2%	0%	-11	8%	0	4%	-15%
CCSc1nnc(-c2ccc(Cl)cc2)c2ccccc12	1%	7%	2%	10%	?	-4%	2	3%	i
CC(C)[C@H](NC(=O)c1ccccc1)C(=O)OCC(=O)c1c(N)n(C)c(=O)n(C)c1=O	11%	-8%	-4%	0%	0	0%	1	-10%	-2%
Cc1ccc(N2C(=O)[C@@H]3C(C(=O)CCN4C(=O)c5ccccc5C4=O)=NN[C@@H]3C2=O)cc1	50%[activator]	9%	5%	4%	13	0%	3	?	i
COc1cc(NC(=O)SC2=NCCS2)cc(OC)c1	-10%	13%	-3%	9%	14	1%	-1	-13%	-21%
COc1ccc(NC(=O)N(C)C[C@H]2OCc3cnnn3CCCC(=O)N([C@H](C)CO)C[C@@H]2C)cc1	6%	0%	1%	8%	3	-2%	-7	2%	-8%
COc1cc(OC)c(C(=O)OC(C)C(=O)NCc2ccc3c(c2)OCO3)cc1OC (stereo not given)	49%[activator]	-4%	8%	?	14	27%	2	4%	i
O=c1c2c(nc3c(-c4ccc(Cl)cc4)c[nH]n13)CCC2	?	-14%	-1%	4.6µM*	2	-1%	0	0%	20%
C[C@@H]1COC(=O)[C@H](CC(=O)OC(C)(C)C)C/C=C\C[C@H](CC(=O)N(CCO)Cc2ccccc2)C(=O)N1	1%	2%	0%	0%	-19	5%	0	4%	22%
CCN1CCN(c2cc(C)c3cc(NC(=S)N4CCCC(C)C4)ccc3n2)CC1 (stereo not given)	?	3%	3%	?	?	10%	-31	-39%	i
NC(Cc1ccc(Cl)cc1)c1csc(NC(=O)Nc2ccccc2)n1 (stereo not given)	?	16%	-13%	1%	5	-6%	-2	6%	i
COc1ccc(CN2C(=O)c3ccccc3C(/C=N\OCc3ccc(C)cc3)C2=O)cc1 (stereo not given)	?	?	1%	?	-3	18%	4	11%	-47%[inhibitor]
COc1ccc(NC(=O)c2c(NCc3sccc3C)sc3c2CCCCC3)c(OC)c1	-27%	24%	/	2%	/	/	6	-15%	-9%
CN(C)c1ccc(-c2nnn(Cc3ccccc3Br)n2)cc1	0%	-5%	-9%	?	-16	14%	-11	10%	-29%
C=CCc1cccc2cc(C(=O)Nc3ccccc3C(=O)O)c(=O)oc12	115%[activator]	-18%	-4%	-11%	128	1%	29	7%	?
CC(C)c1nnc(NC(=O)CCC(=O)NC2CC2)s1	-3%	17%	-1%	22%	-4	9%	1	-9%	i
C[C@@H](NC(=O)Cn1ccc(N)nc1=O)c1cccc2ccccc12	11%	1%	1%	1%	8	16%	2	?	4%

Next part (two carried over from the part before).
SMILES	GLP1R inv ag	TDP43 rescue	aSyn rescue	KB-V1 cytotox	D3 antag	GLP1R ag	D3 ag	HEK293 tox	PTHR1 agonist
CC(C)c1nnc(NC(=O)CCC(=O)NC2CC2)s1	-3%	17%	-1%	22%	-4	9%	1	-9%	i
C[C@@H](NC(=O)Cn1ccc(N)nc1=O)c1cccc2ccccc12	11%	1%	1%	1%	8	16%	2	?	4%
CC(C)C(=O)NC(=S)/C=C1/N(C)c2ccccc2C1(C)C	-3%[7.66 µM]	35µM*	-2%	?	7	4%	3	2%[7.66 µM]	-21%
COc1cc(OC)c(NC(=O)CCn2cnc3onc(-c4ccc(F)cc4)c3c2=O)cc1Cl	-2%	6%	/	4%	/	/	0	9%	-23%
CCCCN(C)C(=O)c1nc2ccccn2c1CN1CCN(c2cnccn2)CC1	21%	14%	1%	-7%	3	0%	14	3%	i
O=C(NC(=S)Nc1cccc2cnccc12)c1ccccc1	?	-15%[0.397 µM]	3%	-8%	-1	-4%	-4	1%	i

Arranged by length of the SMILES (falling): 6 of the compounds above.
SMILES	GLP1R inv ag	TDP43 rescue	aSyn rescue	KB-V1 cytotox	D3 antag	GLP1R ag	D3 ag	HEK293 tox	PTHR1 agonist
COc1cc(OC)c(NC(=O)CCn2cnc3onc(-c4ccc(F)cc4)c3c2=O)cc1Cl	-2%	6%	/	4%	/	/	0	9%	-23%
CCCCN(C)C(=O)c1nc2ccccn2c1CN1CCN(c2cnccn2)CC1	21%	14%	1%	-7%	3	0%	14	3%	i
C=CCc1cccc2cc(C(=O)Nc3ccccc3C(=O)O)c(=O)oc12	115%[activator]	-18%	-4%	-11%	128	1%	29	7%	?
C[C@@H](NC(=O)Cn1ccc(N)nc1=O)c1cccc2ccccc12	11%	1%	1%	1%	8	16%	2	?	4%
CN(C)c1ccc(-c2nnn(Cc3ccccc3Br)n2)cc1	0%	-5%	-9%	?	-16	14%	-11	10%	-29%
CC(C)c1nnc(NC(=O)CCC(=O)NC2CC2)s1	-3%	17%	-1%	22%	-4	9%	1	-9%	i

Screens as filed in PubChem BioAssay.

This is a subset; count on the stated rates, not on these rows.
